Cneo AK release: Cryptococcus neoformans cell lysis inducers, primary screen, AK release luminescence, single concentration | 360,000 tested, 0.2% active | C. neoformans lysis, adenylate kinase release luminescence, 4 h; normalised: neutral wells 0, clomiphene wells 100 | lysis activity, % at 15 µM;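 active = mean lysis activity across replicates of at least 80%, whatever share of replicates individually reach that level; inactive = mean lysis activity below 80%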
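Test system: log-phase Cryptococcus neoformans yeast cells; Quantity: yeast cell density of 5 × 10^6 cells/mL; Buffer or medium: YPD; Doses: single compound concentration per well; Timing: 4 h at 37 °C static, read 1 h later; Measured by: AK luminescence; Read-out basis: lysis from increased AK signal; Control set: Clomiphene as positive control.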
C2C12 statin: suppressors of statin myotoxicity in C2C12 myotubes, primary screen, cell-based, single point, plate reader; C2C12 myotubes + simvastatin, ATP luminescence, 48 h; scaled: DMSO 0, geranylgeraniol control 100; rescue of ATP level, % at 7.49 µM; 330,000 tested, 0.78% active; AID 602340, 2012;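 active = mean ATP rescue above about 67%, or every replicate alone reaching that limit, limit read from the data, passing the limit was not always enough; inconclusive = no clear call, values can overlap the other calls; inactive = mean under the limit and some replicate under it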;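 note: myotubes were challenged with 10 µM simvastatin during compound exposure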
ARNT TACC3 PPI: disruptors of ARNT/TACC3 protein interaction, primary screen, biochemical, AlphaScreen, single concentration; AID 623870, 2012; AlphaScreen His-ARNT PAS-B/GST-TACC3 binding, luminescence; TACC3 fragment carries E629A point mutation; inhibition, % at 9.99 µM; Transforming acidic coiled-coil-containing protein 3 (Homo sapiens), Q9Y6A5; 390,000 tested, 0.66% active;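 active = mean inhibition of replicates at least 50% and at least half of replicates each reaching 50%; inconclusive = half or more replicates reach 50% but mean below 50%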;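 note: 0% = complete ARNT plus TACC3 wells and 100% = ARNT alone without TACC3; many hits fall short of the cut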
SIRT5 inh: SIRT5 desuccinylase inhibitors, primary screen, biochemical, fluorescence imaging, single point, set 5 | NAD-dependent protein deacylase sirtuin-5, mitochondrial (Homo sapiens), Q9NXA8 | Purified SirT5, succinyl-peptide AMC, trypsin-coupled fluorescence | inhibition, % at 15 µM | 330,000 tested, 1.1% active; in the data active = inhibition above about 15%; inconclusive = no clear call, values can overlap the other calls
Target sequence (Q9NXA8 whole entry, looked up): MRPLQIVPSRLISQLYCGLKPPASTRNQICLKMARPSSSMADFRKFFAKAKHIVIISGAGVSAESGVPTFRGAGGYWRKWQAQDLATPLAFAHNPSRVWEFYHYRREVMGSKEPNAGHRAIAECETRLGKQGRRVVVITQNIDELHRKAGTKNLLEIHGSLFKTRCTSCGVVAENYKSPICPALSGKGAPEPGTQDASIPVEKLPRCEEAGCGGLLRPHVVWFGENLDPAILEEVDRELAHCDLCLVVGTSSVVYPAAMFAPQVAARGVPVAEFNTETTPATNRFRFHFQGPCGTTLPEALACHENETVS
miR-122 sensor: miR-122 Renilla sensor signal increase in Huh7, primary screen, miR-122 inhibitor project, cell-based, single point, plate reader. Huh7 miR-122 Renilla luciferase sensor, 48 h; neutral wells = 0, positive control = 100. activation (reporter increase), % at 12.5 µM. 340,000 tested, 0.3% active;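 active = mean replicate activation score at least 90 and every replicate individually at or above 90; inconclusive = only one of the two criteria met; inactive = neither criterion met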;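 note: higher luciferase means less miR-122 activity so hits act as miR-122 inhibitors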
esBAF inh: Bmi1 luciferase reporter increase in mESCs, primary screen, esBAF inhibitor project, mouse ES cells, Bmi1 luciferase knock-in, single point | 24 h; 100% = twice the neutral-well signal | reporter increase, % at 12.5 µM | 350,000 tested, 2% active; in the data active = activation above about 40%; inconclusive = no clear call, values can overlap the other calls;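 note: 0% = median of the plate's neutral control wells and 100% = double that signal; a rise in the Bmi1 reporter signal indicates esBAF inhibition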
ERp5 inh: inhibitors of ERp5-driven insulin aggregation, primary screen, biochemical, turbidity, absorbance 650 nm, single point | 350,000 tested, 0.05% active | 90 min | Protein disulfide-isomerase A6 (Homo sapiens), Q15084 | inhibition, % at 9.99 µM | AID 651711, 2012;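 active = mean replicate inhibition above about 25%, with every replicate also reaching it, limit read from the data, passing the limit was not always enough; inconclusive = only one of those two criteria met; inactive = neither criterion met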
Target sequence (Q15084 whole entry, looked up): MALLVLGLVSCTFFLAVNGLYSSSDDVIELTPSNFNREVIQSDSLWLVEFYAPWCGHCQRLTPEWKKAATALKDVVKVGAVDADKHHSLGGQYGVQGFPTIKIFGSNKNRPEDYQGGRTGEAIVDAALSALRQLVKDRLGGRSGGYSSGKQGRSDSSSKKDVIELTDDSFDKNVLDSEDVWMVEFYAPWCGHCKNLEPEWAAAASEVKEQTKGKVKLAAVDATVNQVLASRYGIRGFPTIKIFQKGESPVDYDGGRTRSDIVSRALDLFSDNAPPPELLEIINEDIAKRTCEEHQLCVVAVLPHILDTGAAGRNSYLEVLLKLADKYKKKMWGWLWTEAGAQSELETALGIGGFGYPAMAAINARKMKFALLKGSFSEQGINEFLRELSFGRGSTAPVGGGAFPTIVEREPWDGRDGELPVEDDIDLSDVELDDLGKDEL
An asterisk follows results filed as active; u = inconclusive; x = no result given; [ ] = another dose, or the depositor's remark. Only part of the results is shown (hit frequency here may not be typical).

SMILES | Cneo AK release | C2C12 statin | ARNT TACC3 PPI | SIRT5 inh | miR-122 sensor | esBAF inh | ERp5 inh
Cc1ccc(N)cc1Cl | 1.2 | 6.1 | x | 2.1 | 1.7 | 4.5 | -6.1
Cc1cc(C(=O)OCC(=O)Nc2ccccc2F)c(C)n1C1CC1 | -5.1 | 11.8 | -14.9 | -3.6 | 1.3 | 56.6* | -2.1
CC(CCN1CC1)=NNC(=O)Nc1cccc2ccccc12 | x | x | -12.3 | 0.2 | x | x | 7.6
CCC1CCCCN1P(=O)(c1ccc(C)o1)C(C)(C)C (stereo not given) | -6.6 | -0.3 | -1.3 | -0.5 | 9.8 | 8.9 | -4.9
CCOC(=O)c1c(-n2c(C)cc(C=C3C(=O)NC(=O)NC3=O)c2C)sc2c1CCCC2 | -0.3 | 5.2 | -7.4 | x | -3.3 | 3.1 | x
CCC(=NCCCN(CC)CC)c1c(O)n(-c2ccccc2)c(=O)[nH]c1=O | 1.0 | -2.5 | -2.4 | x | 2.2 | -2.3 | x
COC(=O)C1=C(c2ccc(OCc3ccccc3)cc2)C[C@@H]2CC[C@H]1N2C(=O)NCc1ccc(F)cc1 | -3.1 | 11.3 | x | -2.2 | -3.9 | 0.5 | 0.0
CCOC(=O)N(CC)c1ccc(C(O)(C(=O)OCC)C(F)(F)F)cc1 (stereo not given) | 0.9 | -20.9 | -1.3 | x | -9.4 | -1.3 | x
Cc1nnc2ccc(-c3cccc(C(F)(F)F)c3)nn12 | 0.1 | 0.9 | -2.3 | -5.5 | 8.0 | -5.4 | -3.4
Cc1ccc(-n2cc(CNC(C)Cc3cnccn3)c(-c3cccc(C)c3)n2)cc1 (stereo not given) | x | x | 9.8 | -0.8 | -3.8 | x | -6.1
O=[N+]([O-])c1ccc(C[n+]2c(-c3ccccc3)cc(-c3ccccc3)cc2-c2ccccc2)cc1 | -2.8 | -180.5 | x | x | x | 15.0 | -8.2
Cc1ccc(N2C(=O)CC(=O)NC2=O)cc1Cl | 1.1 | -2.4 | -2.1 | 2.5 | 2.2 | -0.7 | 6.4
O=P1(NCCCn2cc[n+](Cc3nc4ccccc4[nH]3)c2)C=C(c2ccccc2)OC(c2ccccc2)=C1 | 17.3 | -11.8 | 4.7 | -4.5 | -5.0 | -6.0 | 3.1
CCC(NC(=O)OC(C)(C)C)C(=O)Oc1cc(C)cc2oc(=O)c3c(c12)CCC3 (stereo not given) | 6.8 | 7.0 | -1.9 | x | -0.8 | -7.6 | x
CCOc1ccc(NC(=O)c2c(C)nn(Cc3ccccc3)c2Cl)cc1 | 0.5 | -5.9 | -4.6 | x | -5.4 | 9.2 | x
COC(=O)C1=C(c2cccc(OC)c2OC)C[C@@H]2CC[C@H]1N2C(=O)NCCCOC(C)C | -0.4 | -10.0 | -9.0 | x | -2.7 | -0.7 | 5.0
COC(=O)[C@H]1[C@H](CO)[C@H]2Cn3c(ccc(C4=CCCCC4)c3=O)[C@@H]1N2C(=O)Cc1ccccn1 | -3.0 | -7.2 | 7.3 | -18.6 | 6.7[16.7 µM] | 1.5 | 1.2
CCOC(=O)c1cc(CC)sc1/N=C/c1c(O)[nH]c(=S)[nH]c1=O | -3.6 | x | 10.9 | x | -0.5 | x | x
COc1ccccc1C(=O)C1CCCN(Cc2cnc(C)s2)C1 (stereo not given) | -0.4 | 0.0 | -2.2 | 3.0 | -6.5 | 6.7 | u
CN1CCN(c2ccc([N+](=O)[O-])c3no[n+]([O-])c23)CC1 | -2.9 | 55.0 | 37.9* | -6.3 | -35.1 | -8.6 | 0.8
NC(=O)c1ccsc1NC(=O)COC(=O)Cc1ccccc1 | -1.6 | 3.7 | 11.2 | -1.5 | -4.8 | -1.4 | -2.0
O=C(O)Cn1cc(C=C2C(=O)NC(=O)NC2=O)c2ccccc21 | 5.5 | -2.9 | x | -2.4 | -4.4 | -5.2 | 0.2
CC(=O)O[C@@H]1CC[C@]2(C)C3CC[C@]4(C)C(=O)[C@H](O)CC4C3[C@@H](OC(C)=O)C[C@H]2C1 (stereo not given in full) | 0.8 | 5.6 | -1.7 | -4.8 | 0.2 | -1.3 | -1.3
CN(C)c1ccc(/C=C/C=C/c2sc3ccccc3[n+]2C)cc1 | -1.4 | x | 23.3 | -0.9 | -2.5 | x | -2.2
c1ccc(-c2ccc3c(c2)CNCc2cnnn2-3)cc1 | 0.9 | 5.2 | x | -0.9 | -1.0 | 13.5 | 2.3
CNC(=O)Oc1cccc2c1OC(C)(C)O2 | 1.1 | -0.9 | -5.5 | -1.9 | x | -6.3 | -1.7
O=[N+]([O-])c1ccc(NCCCN2CCOCC2)c2ncccc12 | -1.8 | 9.3 | 8.8 | -3.6 | -10.2 | -8.1 | 5.6
COc1cc(/C=N/NP(=S)(c2ccccc2)c2ccccc2)ccc1O | -5.4 | -0.6 | 4.0 | x | 0.2 | -7.9 | x
CC1CN=C(Nc2cccc3ccccc23)S1 (stereo not given) | -1.5 | -7.7 | x | x | 12.8 | 3.0 | x
O=C(Cc1cccnc1)N1CCCCN2[C@H](C1)[C@@H](c1ccc(C#CC3CC3)cc1)[C@@H]2CO | -0.4 | x | x | 0.3 | 3.9[16.7 µM] | x | -0.2
COc1cccc(C2(C#N)CCN(C)CC2)c1 | x | x | -3.0 | 1.1 | x | x | -2.7
CC(=O)O/C(=C1\CC2C3CC=C4CC(OC(C)=O)CCC4(C)C3CCC2(C)C1=O)C(F)(F)F (stereo not given) | x | x | 9.7 | 3.4 | x | x | 5.7
CCOc1ccc(-c2cc(C)[n+](CCO)c(-c3ccc(OCC)cc3)c2)cc1 | -0.7 | -132.5 | 4.3 | -11.9 | -0.2 | -22.8 | 2.9
c1ccc(CNC2CCCCCCC2)cc1 (tested in a mixture with another compound) | x | x | -0.4 | -0.6 | x | x | -2.3
CN1CCN(C(=O)COc2ccc(S(=O)(=O)NC3CCCCC3)cc2Cl)CC1 | -4.2 | 1.4 | -5.0 | -2.7 | x | -6.8 | 4.6
COC(=O)C1=C(c2ccc(F)cc2OCc2ccccc2)C[C@@H]2CC[C@H]1N2C(=O)N1CCCC1 | 0.0 | -10.5 | 6.2 | -0.5 | -2.8 | 1.1 | -3.3
C[C@]12CC[C@H]3C(CCC4(O)CC(O)CC[C@]34C=O)C1=CC[C@H]2c1ccc(=O)oc1 (stereo not given in full) | 2.4 | 14.0 | 3.5 | -3.6 | 9.0 | 0.2 | 2.1
O=C(O)[C@H]1[C@H](CO)[C@H]2Cn3c(ccc(-c4ccncc4)c3=O)[C@@H]1N2S(=O)(=O)c1ccccc1F | 6.6 | 0.2 | -1.6 | -44.8 | x | -0.6 | 3.1
c1ccc(CC2CCCCN2)cc1 (stereo not given) | 0.5 | 2.8 | -4.9 | 3.6 | -2.8 | -1.9 | -2.2
CC(=Nc1ccccc1N)c1c(O)n(C)c(=O)[nH]c1=O | -4.0 | 7.4 | -7.5 | 1.2 | 1.9 | -0.5 | 6.6
CN1CCN(c2ccc(Cl)cc2N)CC1 | x | x | 5.4 | -3.2 | x | x | 9.6
COC(=O)C1=C(c2cc3ccccc3s2)C[C@@H]2CC[C@H]1N2C(=O)N1CCCC1 | -2.7 | -14.3 | x | -1.5 | x | 4.4 | 7.2
CCOC(=O)C1CCN(/C=C2/C(=O)NC(=O)N(c3cccc(C)c3C)C2=O)CC1 | 1.9 | -3.1 | x | 0.1 | -7.9 | -4.7 | -1.3
Cc1cccc(C(=O)Nc2ccc(Cl)cc2C(=O)c2ccccc2)c1 | x | -0.9 | 5.1 | x | 3.1 | -11.3 | x
COC(=O)C1=C(c2ccc(S(C)(=O)=O)cc2)C[C@@H]2CC[C@H]1N2C(=O)N1CCCCC1 | 2.0 | 12.6 | x | -1.3 | x | 5.1 | 3.3

Among those listed so far, 2 contain a tert-butyl group.
SMILES | Cneo AK release | C2C12 statin | ARNT TACC3 PPI | SIRT5 inh | miR-122 sensor | esBAF inh | ERp5 inh
CCC1CCCCN1P(=O)(c1ccc(C)o1)C(C)(C)C (stereo not given) | -6.6 | -0.3 | -1.3 | -0.5 | 9.8 | 8.9 | -4.9
CCC(NC(=O)OC(C)(C)C)C(=O)Oc1cc(C)cc2oc(=O)c3c(c12)CCC3 (stereo not given) | 6.8 | 7.0 | -1.9 | x | -0.8 | -7.6 | x

Results in SIRT5 inh, ARNT TACC3 PPI and miR-122 sensor (seven entries from above):
compound	SIRT5 inh	ARNT TACC3 PPI	miR-122 sensor
COC(=O)[C@H]1[C@H](CO)[C@H]2Cn3c(ccc(C4=CCCCC4)c3=O)[C@@H]1N2C(=O)Cc1ccccn1	-18.6	7.3	6.7[16.7 µM]
CCOC(=O)c1cc(CC)sc1/N=C/c1c(O)[nH]c(=S)[nH]c1=O	x	10.9	-0.5
COc1ccccc1C(=O)C1CCCN(Cc2cnc(C)s2)C1 (stereo not given)	3.0	-2.2	-6.5
CN1CCN(c2ccc([N+](=O)[O-])c3no[n+]([O-])c23)CC1	-6.3	37.9*	-35.1
NC(=O)c1ccsc1NC(=O)COC(=O)Cc1ccccc1	-1.5	11.2	-4.8
O=C(O)Cn1cc(C=C2C(=O)NC(=O)NC2=O)c2ccccc21	-2.4	x	-4.4
CC(=O)O[C@@H]1CC[C@]2(C)C3CC[C@]4(C)C(=O)[C@H](O)CC4C3[C@@H](OC(C)=O)C[C@H]2C1 (stereo not given in full)	-4.8	-1.7	0.2

Later entries
SMILES | Cneo AK release | C2C12 statin | ARNT TACC3 PPI | SIRT5 inh | miR-122 sensor | esBAF inh | ERp5 inh
CCOc1ccccc1Oc1coc2cc(OC(=O)N(C)C)ccc2c1=O | -1.3 | 4.8 | -3.0 | -5.0 | -2.4 | 39.7 | -0.3
COc1ccc(CCN)cc1O | -0.4 | 8.2 | 0.3 | -1.0 | 0.6 | 2.5 | 1.1
COC(=O)[C@H]1[C@H](CO)[C@H]2Cn3c(cccc3=O)[C@@H]1N2C(=O)C1CC1 | -3.6 | 14.6 | -1.3 | -2.4 | x | 0.4 | -3.4
CCOP(=S)(OCC)c1ccc(N(C)C)cc1 | 3.3 | -20.2 | -7.8 | x | 0.9 | 0.2 | x
S=C(NCCc1ccccc1)N1Cc2cc(N3CCCCC3)ccc2-n2nncc2C1 | 1.4 | 6.8 | x | x | 71.6 | 0.2 | -4.8
CC(C)(C)C(=O)N1Cc2cnnn2-c2ccccc2C1C#N (stereo not given) | 0.7 | 7.0 | 4.0 | -2.8 | 8.6 | -7.5 | -3.3
CC(C)c1ccc(NC(=O)CSc2nnc(OC(=O)N(C)C)n2C2CC2)cc1 | 0.4 | 8.5 | -1.3 | 1.9 | 2.2 | 0.2 | -0.1
CCCCC(=O)N/N=C/c1c(O)n(-c2ccccc2)c(=O)[nH]c1=O | x | 1.3 | 65.6* | 2.0 | x | -5.2 | 1.9
CC(=O)O[C@H]1[C@H]2O[C@]23[C@@H]2CC[C@]4(O)C[C@@H](O)CC[C@]4(C)C2CC[C@]3(C)[C@H]1c1ccc(=O)oc1 (stereo not given in full) | 2.2 | 10.1 | -3.5 | x | x | -7.4 | x
Cn1cccc1/C=C1/C(=O)NC(=O)N(C(C)(C)C)C1=O | -1.2 | x | -3.4 | -1.2 | -5.2 | x | -7.8
Cc1c(C(c2ccc(Cl)cc2Cl)c2c(O)c3ccccc3oc2=O)c(=O)n(-c2ccccc2)n1C (stereo not given) | -0.5 | 5.3 | -2.5 | -0.6 | 1.1 | -2.7 | -6.6

Assay outcomes as filed in PubChem BioAssay.
